# NOD1 NF-kB reporter – inhibition of NOD1-driven NF-kB reporter – cell-based, luminescence, uHTS, primary screen (AID 1578) | NOD1-driven NF-kB luciferase reporter cells, luminescence; higher % means a stronger effect | inhibition, % at 4 µM, or EC50 in µM where a hit was titrated | hit rate 1% among 290,000; in the data active = inhibition mostly above about 36%, no sharp cut-off; inactive = mostly below about 34%;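 also: HEK-293T reporter cells stimulated with the NOD1 agonist gamma-tri-DAP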
# M17LAP inhibition – P. falciparum M17LAP inhibitors, primary screen, biochemical, fluorogenic H-Leu-NHMec substrate, 1536-well (AID 1619); recombinant M17LAP, H-Leu-NHMec fluorogenic kinetic assay; higher % means a stronger effect; inhibition, % at 30 µM; hits with a dose series show IC50 in µM; hit rate 0.38% among 220,000;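 active = compound inhibiting the enzyme by more than half at any dose during confirmatory dose-response retesting; inconclusive = strong single-dose inhibitors picked by rank but not retested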;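 also: plate controls were full reaction with DMSO carrier for no effect and no enzyme background for full effect; strong numbers were not always called active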
# KOR beta-arrestin-1 – kappa opioid receptor activators – cell-based, luminescence, uHTS, primary screen (AID 1777) | KOR beta-arrestin recruitment, luminescence; higher % means a stronger effect | one-dose activation, % at 10 µM; EC50 in µM for titrated hits | hit rate 0.02% among 280,000; in the data active = activation above about 50%, passing the limit was not always enough; also: a part of the inactive calls stands beside numbers as strong as those of hits
# Dynein transport – blocks dynein driven cargo transport along microtubules; z-score, hits read low; 3617.4 mouse cells, GR-EGFP nuclear translocation imaging; test concentration mostly 20 µM; stimulated with dexamethasone, 1 µM; stronger effect = lower value; hit rate 0.47% among 220,000;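 active = plate z-score of nuclear minus cytoplasmic receptor signal below a set negative limit, without overly bright fluorescence or cell loss, cut at about -3.5 in these data, passing the limit was not always enough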;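 also: z-score of nuclear minus cytoplasmic ring GR-EGFP intensity difference per well; some compounds called inactive have numbers as strong as hits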
#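 Schedule: 48 h induction, then 1 h compound, then 30 min agonist, 37 °C. Buffer or medium: tetracycline-free induction medium containing charcoal-stripped FBS. Reagent: 1.0 µM final dexamethasone stimulus. Evaluation: nuclear versus cytoplasmic GR-EGFP signal, averaged per well. Signal: high-content fluorescence imaging after fixation.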
# P. falciparum M1AAP – P. falciparum M1AAP inhibitors, biochemical, fluorogenic H-Leu-NHMec substrate, 1536-well (AID 1445); hit rate 0.42% among 220,000; recombinant M1AAP, H-Leu-NHMec fluorogenic kinetic assay; higher % means a stronger effect; inhibition, % at 30 µM; hits with a dose series show IC50 in µM;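 active = primary inhibition above the hit cutoff, then over 50% inhibition at one or more dose response concentrations, cut at about 23% in these data, passing the limit was not always enough; inconclusive = conflicting primary data, or primary hits not chosen for dose response; inactive = low primary inhibition, or under 50% at every dose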;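 also: plate controls were DMSO full reaction for no effect and no enzyme background for full effect; strong numbers were not always called active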
# GPR55 activation – GPR55 agonists via beta-arrestin recruitment, primary screen, imaging, U2OS cells, beta-arrestin-GFP redistribution (AID 1961) | U2OS GPR55 beta-arrestin-GFP redistribution imaging; higher % means a stronger effect | one-dose activation, % at 10 µM; EC50 in µM for titrated hits | hit rate 0.048% among 290,000;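 active = activation above 40% with more than 50 cells counted in the well; inconclusive = wells holding fewer than 50 cells, flagged as toxic or sparse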;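 also: U2OS osteosarcoma cells stably expressing GPR55 and beta-arrestin-GFP; plate controls were DMSO negative control for no effect and LPI positive control for full effect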
# NOD2 inhibition – inhibition of NOD2-driven NF-kB reporter – cell-based, luminescence, uHTS, HEK293 (AID 1566); HEK293 NOD2/NF-kB luciferase reporter, luminescence; higher % means a stronger effect; one-dose inhibition, % at 4 µM; EC50 in µM for titrated hits; hit rate 0.63% among 290,000; also: many of its hits are not listed in these tables
# KOR beta-arrestin-2 – kappa opioid receptor blockers – cell-based, luminescence, uHTS (AID 1778); one-dose inhibition, % at 10 µM; IC50 in µM for titrated hits; KOR beta-arrestin recruitment, luminescence, antagonist mode; higher % means a stronger effect; hit rate 0.091% among 290,000; also: strong numbers were not always called active
# AID2073 – disruptors of CaV2.2 binding to Mint1 – biochemical, HTRF (AID 2073) | HTRF protein-protein interaction, Mint1-CaV2.2; higher % means a stronger effect | inhibition, % at 20 µM, or IC50 in µM where a hit was titrated | hit rate 0.19% among 290,000; in the data active = inhibition mostly above about 51%, no sharp cut-off; inconclusive = no clear call, values can overlap the other calls; inactive = mostly below about 53%; also: some results filed as inactive read as strong as hits
# Dynein transport cytoplasmic EGFP – also measured in Dynein transport; calls as there; z-score; measured here: cytoplasmic GR-EGFP intensity; stronger effect = higher value
# Dynein transport nuclear GR-EGFP – second read-out of Dynein transport, no call of its own (marks repeat the call); z-score; measured here: nuclear GR-EGFP intensity;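 lower value marks the stronger effect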
# Dynein transport cell count – also measured in Dynein transport; calls as there; z-score; measured here: cell count per field
# * = called active by the depositor; ? = inconclusive; . = no result given; [ ] = remark or other dose. Rule as the data show it, unless noted: active = inhibition above about 50%; inactive = the rest. These rows are one share of the data, so the mix of outcomes need not match the whole.
SMILES,NOD1 NF-kB reporter,M17LAP inhibition,KOR beta-arrestin-1,Dynein transport,Dynein transport cytoplasmic EGFP,Dynein transport nuclear GR-EGFP,Dynein transport cell count,P. falciparum M1AAP,GPR55 activation,NOD2 inhibition,KOR beta-arrestin-2,AID2073
Cc1nc(N2CCN(S(=O)(=O)c3ccc(F)cc3)CC2)c2c(C)c(C)sc2n1,13%,.,-1.0%,.,.,.,.,.,-0.2%,27%,14%,12%
COc1ccc(Cl)cc1C(=O)NNC(=S)NC1CCCC1,-23%,4%,0.2%,0.44,0.9,0.48,-0.72,-11%,0.5%,-5%,13%,-11%
COc1ccc(S(=O)(=O)Nc2ccc3c(c2)OCCO3)cc1Cl,8%,0%,-6.8%,2.1,-0.039,2,-2.7,-2%,1.0%,7%,24%,-4%
COC(=O)Cc1ccc(NC(=O)c2ccc3c(c2)C(=O)N(Cc2cccnc2)C3=O)cc1,-2%,.,-2.0%,.,.,.,.,.,-0.1%,-18%,-22%,12%
O=C(NC(=S)NCc1ccccc1)c1ccc2c(c1)OCO2,-25%,-8%,-0.4%,1.1,-0.3,0.33,0.085,2%,-0.1%,-1%,26%,-3%
O=C(Nc1cccc2ccccc12)c1onc2c1CCCC2,-43%,2%,.,-0.52,-0.26,-0.31,0.69,2%,-0.1%,-42%,-12%,6%
COc1cc(/C=C2\SC(=O)N(c3cccc(Cl)c3)C2=O)cc([N+](=O)[O-])c1O,-22%,.,-4.5%,1.6,-0.099,1.7,-1.3,.,0.6%,-10%,4%[20 µM],3.5µM*
CC1CN(C(c2cccs2)c2sc3ncnn3c2O)CC(C)O1 (centres undefined),-26%,8%,-0.7%,-1.4,-0.16,-0.69,0.91,7%,0.0%,28%,12%,0%
CN1CCN(S(=O)(=O)c2ccc3c(c2)OCCO3)CC1,-4%,0%,-5.0%,0.044,-0.18,0.65,0.81,2%,0.2%,24%,-33%,-6%
COc1cc(-c2nnc(CSc3nnc(N)s3)o2)cc(OC)c1OC,-24%,14%,9.7%,1.3,0.14,0.8,-0.69,-1%,-0.3%,4%,-4%,0%
N/C(=N\OC(=O)c1ccc2c(c1)OCO2)c1ccc(Cl)cc1,3%,-5%,2.2%,0.25,-0.23,0.67,0.76,-1%,0.3%,-80%,-4%,-12%
CC1CCN(CC(O)COc2ccc(C(=O)c3ccccc3)cc2)CC1 (centres undefined),-25%,.,-1.9%,.,.,.,.,.,-0.2%,-34%,-28%[20 µM],-7%
CCC(=O)Nc1cccc(Br)c1,-29%,3%,-5.8%,-0.61,-0.22,0.33,0.85,7%,-0.2%,3%,23%,-5%
Cc1ccc(OCCNC(=O)Cc2ccc(F)cc2)cc1,-36%,0%,-1.5%,0.36,-0.19,0.29,0.41,-1%,0.1%,-13%,1%,-13%
COCCCNc1c2c(nc3nnnn13)CCCC2,-6%,-6%,-0.5%,0.068,-0.21,-0.056,0.35,-8%,0.0%,15%,0%,5%
CCCN1CCN(CC(=O)Nc2nnc(C)s2)CC1,-22%,.,-0.6%,.,.,.,.,.,-0.1%,2%,-15%,20%
O=C(N/N=C/c1c(O)n(Cc2ccccc2)c(=O)c2ccccc12)c1cccnc1,-6%,1%,1.4%,0.79,-0.24,0.67,-0.89,22%,0.6%,-14%,-8%,9%
OCCC1CN(Cc2cccn2-c2cccnc2)CCN1Cc1ccc(F)cc1 (centres undefined),-29%,-4%,.,-0.83,-0.13,-0.57,-0.51,19%,0.2%,7%,14%[20 µM],3%
COc1cccc([C@@H]2Oc3ccc(OC)cc3C(=O)[C@H]2O)c1,-62%,-24%,0.6%,-0.5,-0.29,0.13,0.45,-1%,0.6%,-183%,-25%,10%
CN(C/C=C/c1ccccc1[N+](=O)[O-])Cc1ccccc1,-10%,.,.,.,.,.,.,.,0.5%,-10%,-31%[20 µM],-1%
CS(=O)(=O)N(CC(=O)NCc1ccc2c(c1)OCO2)C1CCCCC1,-21%,37%,.,0.7,-0.23,0.34,-0.44,8%,0.1%,10%,-7%[20 µM],3%
COc1ccc(NC(=O)CSc2ccc3nnc(-c4ccccn4)n3n2)cc1OC,-23%,.,-4.6%,.,.,.,.,.,-0.1%,5%,10%,15%
Cc1cnc(C(=O)OCC(=O)NCCCc2ccccc2)cn1,-34%,12%,3.9%,-0.28,-0.25,-0.21,1,0%,-0.8%,3%,-28%,13%
Cn1c(NC(=O)c2ccc(F)cc2)nc2ccccc21,8%,.,-4.9%,.,.,.,.,.,-0.3%,-78%,-31%[20 µM],5%
CC(C)NC(=S)N/N=C/c1sc(N2CCCCC2)nc1-c1cccs1,-31%,4%,1.3%,-0.45,0.69,0.052,0.16,10%,0.6%,-24%,-20%,14%
CCc1ccc(OCC(=O)NN2Cc3ccccc3C2=N)cc1,-23%,5%,0.6%,1,-0.38,0.74,0.11,-2%,-0.7%,6%,17%,5%
Cc1oc(CN2CCOCC2)cc1C(=O)O,-31%,-8%,-5.3%,0.28,-0.34,-0.13,0.22,-5%,-0.5%,9%,-14%,0%
Oc1ccccc1-c1n[nH]c(=S)n1Cc1ccco1,5%,-18%,-3.8%,0.2,-0.29,0.23,0.11,6%,0.2%,20%,-20%,-7%
Cc1cc(C(=O)Nc2c(C)nn(Cc3ccc(F)cc3)c2C)on1,8%,-2%,-1.6%,-0.86,-0.23,-0.24,0.39,2%,-0.2%,-11%,39%,2%
CCOC(=O)N1CCN(C(=O)c2oc3ccc(S(=O)(=O)N4CCOCC4)cc3c2C)CC1,-1%,-2%,-1.2%,0.85,-0.23,0.76,0.71,0%,-0.1%,18%,-44%,-1%
CC(=O)Nc1ccc2c(c1)ncn2-c1ccccc1,0%,-1%,3.8%,-2,-0.29,-0.46,0.86,0%,-0.1%,-72%,-15%,-4%
COc1ccc(-c2noc(CCC(=O)NC3CCN(Cc4ccccc4)CC3)n2)cc1,-10%,-1%,2.8%,0.77,-0.17,0.34,0.009,-10%,0.3%,8%,4%,6%
O=C(CC1C(=O)NCCN1Cc1ccc(Cl)c(F)c1)NC1CCC1 (centres undefined),-27%,.,0.6%,.,.,.,.,.,-0.2%,-1%,18%,-3%
O=C(C1CC1)N1CCN=C1SCc1cccc(F)c1,-28%,-9%,0.2%,-1.6,-0.16,-0.37,-0.14,3%,-0.3%,7%,-13%,2%
N#Cc1ccsc1NC(=O)CN1CCN(c2ccccc2)CC1,-16%,1%,-1.1%,-0.53,-0.24,-0.62,0.52,12%,-0.2%,2%,17%,9%
CN(O)/C=c1/ccc2c(n1)C(=O)C=CC=2,-33%,29%,-2.3%,0.023,-0.18,0.22,0.44,-7%,0.2%,2%,-32%,-3%
C=CCn1c(COc2ccc(OC)cc2)nc2ccccc21,-54%,.,-1.5%,.,.,.,.,.,-0.2%,-26%,14%,0%
COc1cc(OC)cc(C(=O)NCC(=O)OCC(=O)Nc2ncc(Cl)cc2Cl)c1,8%,-4%,4.3%,-0.75,-0.27,0.067,0.15,8%,1.1%,-17%,1%,13%
COC(=O)c1sccc1NC(=O)Nc1ccc(F)cc1,-22%,.,-3.0%,.,.,.,.,.,-0.1%,-5%,21%,-3%
COc1ccc(/C=N/NC(=O)c2nnn(-c3nonc3N)c2-c2cccc(OC)c2)cc1,-37%,.,1.6%,.,.,.,.,.,0.3%,20%,-25%,12%
O=C(c1ccccc1)c1coc2ccc(O)c(CN3CCOCC3)c12,-10%,2%,-4.4%,-0.16,-0.22,0.1,1.4,4%,-0.1%,14%,-9%,-12%
Cn1c(=O)[nH]c2sc3c(c2c1=O)CC(C)(C)OC3,-2%,-9%,4.0%,-0.58,-0.29,-0.21,0.44,-1%,-0.1%,5%,-13%,8%
CC(C)Oc1ccc(NC(N)=O)cc1,-9%,-14%,-3.1%,-0.32,-0.3,0.48,0.21,5%,-0.1%,-5%,6%,-5%
Cc1cc(C(F)F)n2nc(C(=O)Nc3sc4c(c3C(N)=O)CCC4)nc2n1,-20%,-2%,-7.3%,0.18,-0.27,0.58,0.25,9%,0.3%,21%,8%,-14%
CC(=O)Nc1ccccc1C(=O)C(=O)O,15%,9%,1.3%,0.054,0.17,-0.044,-1.6,5%,0.5%,16%,-20%,?
COc1ccc(CCN(C(=O)COc2ccccc2)c2nc(-c3ccccc3)cs2)cc1OC,-5%,2%,1.4%,0.28,-0.18,0.51,-0.27,2%,0.0%,17%,2%,-1%
CCc1ccccc1NC(=S)N(CCN1CCOCC1)C1CCN(C(C)=O)CC1,-40%,-2%,-0.2%,-0.55,-0.28,-0.18,0.48,-5%,-0.5%,5%,-4%,0%
COCCn1c(SCC(=O)c2[nH]c(C)c(C(C)=O)c2C)nc2ccccc2c1=O,-8%,-6%,1.3%,0.36,-0.25,1.2,-1.4,6%,0.3%,9%,-8%,-8%
CCN(C(=O)c1ccc(C)c(Br)c1)c1ccccc1,-17%,2%,-1.1%,-0.85,-0.31,-0.37,0.96,1%,-0.8%,-1%,0%,-4%
CC(C)N(N=Nc1ccc([N+](=O)[O-])cc1)C(C)C,-18%,-1%,5.5%,-0.22,-0.2,-0.048,-0.15,3%,0.0%,10%,1%,-1%

# (list continues)
SMILES,NOD1 NF-kB reporter,M17LAP inhibition,KOR beta-arrestin-1,Dynein transport,Dynein transport cytoplasmic EGFP,Dynein transport nuclear GR-EGFP,Dynein transport cell count,P. falciparum M1AAP,GPR55 activation,NOD2 inhibition,KOR beta-arrestin-2,AID2073
CC(C)COC(=O)C1C2C=CC3(CN(C(C)c4ccc(Br)cc4)C(=O)C13)O2 (centres undefined),-2%,8%,-2.4%,1.6,0.16,1.2,-0.27,12%,0.3%,-3%,-45%,-4%
CCOc1ccc(CCNC(=O)CN2C(=O)c3cccnc3Oc3ccc(Cl)cc32)cc1,7%,.,1.8%,.,.,.,.,.,-0.2%,19%,-30%,14%
O=C(CC1NCCNC1=O)Nc1ccc([N+](=O)[O-])cc1 (centres undefined),-35%,2%,-4.5%,0.25,-0.15,0.56,-0.14,1%,-0.1%,11%,-37%,-10%
OC1CCN(Cc2cn(Cc3ccccc3)nc2-c2cc3ccccc3o2)CC1,-21%,0%,-2.2%,-0.99,-0.11,-0.19,0.24,5%,0.0%,18%,0%[20 µM],-11%

# Assay outcomes (PubChem BioAssay)
